Assay outcomes from PubChem.
Myeloid diff 2 = compounds promoting myeloid differentiation. ER-HoxA9 myeloid progenitors, lysozyme-GFP differentiation, flow cytometry. calls only at 10 µM. hit rate 1% among 360,000;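 active means normalized GFP-positive differentiation at or above the plate's own cutoff, the solvent-only control mean plus 3 SD; inconclusive means no clear call, values can overlap the other calls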;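 further: cells exposed to compound for four days before flow analysis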
Lipid droplet = modulators of hepatic lipid droplet formation; AML12 mouse hepatocytes, oleate lipid droplets, BODIPY imaging; inhibition, % at 6.5 µM; hit rate 0.4% among 240,000;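 active means lipid droplet intensity inhibited by at least 50%, with more than 500 cells counted; inconclusive means wells with under 300 cells, treated as cytotoxic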
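Assay system: AML12 hepatocytes (mouse) / Also added: 100 µM oleic acid challenge / Times: overnight treatment with compound plus oleate / Detection: high-content imaging of BODIPY-stained droplets and DAPI nuclei / Evaluation: % inhibition of lipid droplet signal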
K1F lysis inhibition = protection from phage-mediated lysis, alamar blue read-out – E. coli UTI89, K1F phage, bacterial capsule biogenesis inhibitors (AID 488966); E. coli UTI89 K1F phage lysis, alamar blue, 2 h; higher % means a stronger effect; inhibition, % at 100 µM; hits with a dose series show IC50 in µM; hit rate 0.02% among 340,000;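 active means phage lysis inhibition, versus mean bacterial control, above a set limit; inconclusive means no clear call, values can overlap the other calls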;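 further: capsule biogenesis inhibitors block K1F phage lysis so surviving cells raise fluorescence; higher fluorescence means more inhibition of phage lysis; actives were called in the ten point dose series up to 300 µM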
Lipid droplet cells 6.5 µM = recorded beside Lipid droplet, whose call it bears; cell count; measured here: cell count, cytotoxicity flag;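 cells counted across two imaged fields per well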
Myeloid diff 2 GFP+ MAC1+ % = second read-out of Myeloid diff 2, no call of its own (marks repeat the call); GFP+ MAC1+ double positive, %; measured here: differentiation confirmed by MAC1 staining
Starred values were filed as active, the others as inactive; i = inactive; ? = inconclusive; / = no result given; + = active, no number; [ ] = remark or other dose. Only part of the results is shown; count on the stated rates, not on these rows.

Compound | Myeloid diff 2 | Myeloid diff 2 GFP+ MAC1+ % | Lipid droplet | Lipid droplet cells 6.5 µM | K1F lysis inhibition
O=C(NCc1ccccn1)Nc1ccccc1C(F)(F)F | i | 0.5 | -18 | 716 | 0.0%
CCn1nc(C)cc1C(=O)N1CCCC(C(=O)c2ccccc2SC)C1 (stereo unspecified) | + | 1.1* | -56 | 675 | 0.2%
COC(=O)C(Cc1ccccc1)NCC(=O)Nc1cccc(Cl)c1C (stereo unspecified) | i | 0.7 | -8 | 848 | 0.1%
Cc1ccc(C(=O)Nc2cccc(NC(=O)c3cccs3)c2)c(C)c1 | i | 0.1 | 2 | 800 | 0.6%
CC(=O)Nc1ccc(S(=O)(=O)N(C)CC(=O)OCC(=O)N(C)c2ccccc2)cc1 | i | 0.6 | -2 | 785 | 0.0%
CCCCOc1cccc(C2C(C(=O)c3ccc(C)o3)=C(O)C(=O)N2c2nnc(C)s2)c1 (stereo unspecified) | + | 2.8* | -5 | 806 | -0.1%[50 µM]
CN(C)CCC(=O)N1c2ccccc2Sc2ccc(C(F)(F)F)cc21 | i | 0.4 | 3 | 812 | -0.3%
CCOC(=O)c1sc(=NC(=O)c2ccccc2Br)n(C)c1C | i | 0.0 | -8 | 641 | 0.1%
O=C(Cc1ccccc1F)Nc1ccc2c(c1)CCC2 | i | 1.3 | -6 | 750 | 0.9%
CCCCC(=O)N1CCN(c2nc3ccc(OCC)cc3s2)CC1 | i | 0.0 | -11 | 723 | -0.2%
CC(=O)N1c2ccc(S(=O)(=O)NCC3CCC(C(=O)N4CC(C)CC(C)C4)CC3)cc2CC1C (stereo unspecified) | ? | / | 3 | 654 | -0.1%
CCc1ccc(NC(=O)c2nc(S(=O)(=O)Cc3ccccc3)ncc2Cl)cc1 | ? | / | -4 | 718 | -0.7%
Cc1ccc2c(CN(C)Cc3ccc(Cl)cc3Cl)cc(=O)oc2c1 | i | 1.4 | -22 | 790 | 0.5%
COc1ccc(C/C(=N\OC(C)=O)c2ccc(OC)cc2)cc1 | i | 0.5 | -3 | 789 | -0.1%
CCn1c(SCC(=O)NC2CCCC2)nnc1C(C)C | i | 1.6 | -3 | 798 | 0.2%
COc1cc(C(=O)Nn2c(CC(C)C)nc3ccccc3c2=O)cc(OC)c1OC | i | 0.3 | 5 | 773 | 1.1%
CC(=O)Oc1ccc2c3c(c(=O)oc2c1)CCCC3 | i | 0.4 | 2 | 816 | 0.1%
O=C(O)CCCn1cc(NC(=O)COc2ccc(F)cc2F)cn1 | i | 0.3 | -1 | 884 | -0.2%
Cc1ccc(NC(=O)CN2C(=O)COc3ccc(S(=O)(=O)N4CCCC4)cc32)c(C)c1 | i | 4.6 | -3 | 710 | 0.1%
CC(=O)c1ccc(OCCCC(=O)NC2CCC(C)CC2)cc1 (stereo unspecified) | i | 0.9 | -14 | 778 | 0.2%
CN(CC(=O)Nc1cccc(F)c1)C(=O)c1cn(-c2ccccc2)nc1-c1ccccc1 | i | 1.2 | -4 | 797 | 1.8%[50 µM]
Cc1c(C(=O)N2CCOCC2)c(S(=O)(=O)Nc2ccc(OC(F)(F)F)cc2)c(C)n1C | i | 0.9 | -1 | 777 | 0.1%
COc1ccccc1NC(=O)CCN1CCN(c2ccc(Cl)cc2)CC1 | i | 0.6 | 27 | 783 | 0.1%
COC(=O)CN(C)C(=O)c1ccccc1OC1CCN(S(C)(=O)=O)CC1 | i | 1.5 | 8 | 837 | -0.1%
Cc1cccc(NC(=O)CSCC(=O)NNC(=O)c2ccoc2C)c1 | i | 0.9 | 17 | 813 | 0.2%
CCn1nccc1C(=O)Nc1ccc(C)c(C)c1 | i | 0.5 | 3 | 812 | -0.3%
CNC(=S)NNC(=O)c1cccn(Cc2cccc(C(F)(F)F)c2)c1=O | i | 0.7 | -14 | 831 | 0.3%
COc1ccc(C(=O)Nc2cccc(NC(=O)c3cccs3)c2)cc1 | i | 0.4 | -4 | 856 | 0.0%
O=C(O)c1cccc(Cn2c(Cl)c(/C=N/NC(=O)c3ccco3)sc2=O)c1 | i | 9.9 | -24 | 741 | -0.2%
O=C1NC2=C(C(=O)CCC2)C(c2ccc(OC(F)F)cc2)N1 (stereo unspecified) | i | 1.0 | -3 | 795 | -0.2%
COc1cccc(CN2CCc3ccc(NC(=O)CCc4ccc(C)cc4)cc3C2)c1O | i | 0.6 | 6 | 709 | 1.5%
CCN1CCN(C2=C(NS(=O)(=O)c3ccc(NC(C)=O)cc3)C(=O)c3ccccc3C2=O)CC1 | i | 0.6 | -1 | 653 | -0.2%
O=[N+]([O-])c1cccc(CN2CCCCCC2)c1 | i | 1.3 | -2 | 854 | 0.1%
COc1ccc(COC(=O)C2=C(C)NC(=O)NC2c2ccccc2)cc1 (stereo unspecified) | i | 0.5 | -14 | 807 | -0.8%
COc1ccc(COC(=O)C2=C(C)NC(=O)NC2c2ccc(OC)c(OC)c2)cc1 (stereo unspecified) | i | 0.4 | 5 | 857 | -0.4%
COc1cc(/C=N/n2c(COc3ccccc3)n[nH]c2=S)cc(OC)c1OC(C)=O | i | 0.2 | -5 | 823 | 0.4%[50 µM]
Cc1ccc(S(=O)(=O)N2CCN(C(=O)C(C)Cn3cncn3)CC2)cc1 (stereo unspecified) | ? | / | 23 | 795 | 0.1%
COCCn1c(N)c(Sc2ccccc2)c(=O)[nH]c1=O | i | 0.3 | -7 | 797 | 0.5%
COc1ccc(N2CCN(C(=O)c3ccc(Cn4nc(C)c([N+](=O)[O-])c4C)o3)CC2)cc1 | i | 1.1 | -14 | 840 | 0.1%[50 µM]
Cc1cc(S(=O)(=O)N2CCOCC2)ccc1NC(=O)c1ccc(F)cc1 | i | 0.4 | 0 | 807 | 0.3%
CCOC(=O)C1CCN(C(=O)c2cc3ccc(OC)cc3[nH]2)CC1 | i | 0.7 | -21 | 855 | -0.1%
CCCCCOc1ccc(/C(C)=N/NC2=NCCN2)cc1 | i | 0.0 | -1 | 727 | 12%
CCOC(=O)C(N)CSC1CC(=O)N(CCc2ccccc2)C1=O (stereo unspecified) | i | 1.4 | 3 | 849 | -1.4%
CSc1ccc(CNC(=O)C2CCC(=O)N(CCc3cccc(F)c3)C2)cc1 (stereo unspecified) | i | 1.8 | 0 | 693 | 0.3%
Cc1cc(C)nc(NC(=O)Nc2ccc(F)cc2F)n1 | i | 1.4 | -1 | 760 | 1.1%[50 µM]
O=C(Cc1ccccc1)Nc1ccc(NC(=O)c2ccccc2)c(Cl)c1 | i | 0.6 | 1 | 793 | 0.9%
NC(=O)CC[C@H](NC(=O)[C@H](Cc1ccccc1)n1c(=O)[nH]c2ccccc2c1=O)C(=O)N1CCC[C@H]1C(=O)O | i | 1.8 | -15 | 768 | 6.0%
CC(OC(=O)c1cccc(S(=O)(=O)N2CCCCC2)c1)C(=O)NC1CCCCC1C (stereo unspecified) | i | 1.4 | 0 | 711 | 0.5%[50 µM]
COc1ccc(C(C)NC(=O)C2CCCC2)cc1OC (stereo unspecified) | i | 0.9 | 4 | 860 | 0.1%
CCCc1cc(C(=O)Nc2cc(C)ccc2O)no1 | i | 1.3 | 7 | 750 | 0.1%

New compounds follow:
Compound | Myeloid diff 2 | Myeloid diff 2 GFP+ MAC1+ % | Lipid droplet | Lipid droplet cells 6.5 µM | K1F lysis inhibition
Cc1ccc(N=Nc2ccc3ccccc3c2O)cc1 | i | 0.3 | 82* | 834* | 0.1%
COc1ccc(N(C(=O)c2snc(C(N)=O)c2N)C(C(=O)NC2CCCCC2)c2ccc(F)cc2)c(OC)c1 (stereo unspecified) | i | 1.2 | -33 | 828 | 0.4%
Cc1cc(OCC(=O)NC2CC2)c2c(C)c(C)c(=O)oc2c1 | i | 3.1 | 0 | 761 | 0.0%
COc1ccc(N2CCN(C(=O)CNC(=O)c3nn(-c4ccc(OC)cc4)c(=O)c4ccccc34)CC2)cc1 | i | 0.5 | -6 | 790 | -0.2%
O=[N+]([O-])c1ccc(CN2CCN(c3nc4ccccc4s3)CC2)cc1 | i | 0.7 | -3 | 733 | 0.2%
O=C(Nc1c(F)cccc1F)C1CCN(C(=O)c2cccs2)CC1 | i | 1.4 | -8 | 789 | 0.3%
CCOC(=O)c1ccc(NC(=O)c2cc(C)nc3ccccc23)cc1 | i | 0.5 | 1 | 826 | 1.0%
Cc1ccc(N2CC(C(=O)NCCN3CCOCC3)CC2=O)cc1C (stereo unspecified) | i | 2.7 | 9 | 875 | 0.1%
Cc1nnsc1C(=O)NC1CCCc2c1cnn2-c1ccc(F)cc1F (stereo unspecified) | i | 1.3 | -17 | 638 | 0.1%
CCOc1ccc(N(CC(=O)NC2CCCC2)C(=O)CCC(=O)Nc2nc(C)cs2)cc1 | i | 0.3 | -2 | 778 | -0.5%
CN(C)S(=O)(=O)c1cc(NC(=O)COC(=O)/C=C/c2ccco2)ccc1Cl | i | 0.4 | -8 | 732 | 0.2%
COc1ccc(CNC2c3ccccc3-c3ccccc32)cc1OC | i | 1.0 | -2 | 771 | -0.3%
CCOC(=O)N1CCN(c2nc3ccccn3c(=O)c2C=O)CC1 | i | 0.6 | -7 | 818 | -0.4%[50 µM]
Cc1cc(=O)[nH]c2ccc(S(=O)(=O)Nc3ccccc3)cc12 | i | 0.4 | -2 | 876 | 0.7%
CC(C)C(=O)Nc1ccc(NC(=S)NC(=O)c2ccccc2F)cc1 | ? | / | 2 | 848 | 0.2%
COc1ccc(C(=O)N2CCN(C)C(=O)[C@@H]2C)cc1OC1CCN(C(C)=O)CC1 | i | 5.3 | 36 | 623 | -0.1%
CSc1c(CC(=O)NCCCO)n(Cc2ccccc2)c2ccccc12 | i | 0.6 | -41 | 792 | 0.3%
O=C(COCc1cc(-c2ccc3c(c2)OCO3)on1)N1CCN(c2ccccc2)CC1 | i | 1.9 | -1 | 707 | 0.4%
O=C(CCN1C(=O)/C(=C/c2cccs2)SC1=S)Nc1cccc(C(=O)O)c1 | i | 0.5 | -2 | 823 | -0.4%
Cc1ccccc1N(C(=O)c1ccco1)C(C(=O)NC1CCCC1)c1cccnc1 (stereo unspecified) | i | 0.3 | -18 | 791 | -0.2%
O=C(CN(C(=O)CCC(=O)Nc1ccccn1)c1ccc(F)cc1)NCCc1ccccc1 | i | 0.1 | -8 | 830 | -0.1%
CC1(C)CC(=O)C(C(O)c2cccc([N+](=O)[O-])c2)C(C)(C)N1 (stereo unspecified) | i | 1.0 | 9 | 872 | 0.1%
Cc1cccc(N(CC(=O)N2CCCCCC2)S(C)(=O)=O)c1C | i | 0.5 | -11 | 755 | -1.2%
O=C1/C(=C\c2ccccc2)SC(=S)N1CCC(=O)N1CCCCC1CCO (stereo unspecified) | ? | / | -5 | 737 | 0.3%
Cc1ccccc1N1CCN(C2CCCN(C(=O)CCC(=O)N(C)C)C2)CC1 (stereo unspecified) | i | 1.2 | 2 | 855 | 0.3%

Record cards, from the list above.
CCOc1ccc(N(CC(=O)NC2CCCC2)C(=O)CCC(=O)Nc2nc(C)cs2)cc1 in the list: Myeloid diff 2 = i; Myeloid diff 2 GFP+ MAC1+ % = 0.3; Lipid droplet = -2; Lipid droplet cells 6.5 µM = 778; K1F lysis inhibition = -0.5%
Cc1ccc(N=Nc2ccc3ccccc3c2O)cc1 in the list: Myeloid diff 2 = i; Myeloid diff 2 GFP+ MAC1+ % = 0.3; Lipid droplet = 82*; Lipid droplet cells 6.5 µM = 834*; K1F lysis inhibition = 0.1%

(further entries)
Compound | Myeloid diff 2 | Myeloid diff 2 GFP+ MAC1+ % | Lipid droplet | Lipid droplet cells 6.5 µM | K1F lysis inhibition
CCC(=O)Nc1nn(CC(C)C)c2nc3ccc(C)cc3cc12 | i | 0.6 | -25 | 779 | -0.1%
COC(=O)c1ccc(OCC(O)CN2C(=O)c3ccccc3C2=O)cc1 (stereo unspecified) | i | 0.1 | 19 | 400 | 0.1%
CN(C)C(CNC(=O)CCc1c[nH]c2ccccc12)c1ccccc1 (stereo unspecified) | i | 1.9 | -25 | 797 | 0.4%
O=C(N/C(=C/c1cccc([N+](=O)[O-])c1)C(=O)N1CCCCC1)c1ccco1 | i | 0.0 | 11 | 849 | -0.2%
O=C(NCCc1ccccc1Cl)C1CCC(=O)N(CC2CCCCC2)C1 (stereo unspecified) | i | 3.2 | -3 | 701 | 0.9%
O=C(CCCN1C(=O)/C(=C/c2cccc(Br)c2)SC1=S)NCCCN1CCOCC1 | i | 1.7 | -49 | 552 | 2.1%[50 µM]
COCc1cc(C)nc2sc(C(=O)Nc3ccc(OC)cc3)c(N)c12 | i | 0.1 | 6 | 820 | 0.7%
